Bioassay records deposited in PubChem BioAssay by National Center for Advancing Translational Sciences (NCATS).
FEN1 inh: qHTS Assay for the Inhibitors of Human Flap endonuclease 1 (FEN1); Recombinant FEN1 flap cleavage, fluorescence, 15 min; AID 588795, 2011; Potency, µM (top dose mostly 114 µM), inactives show at the highest dose activity change, negative = inhibition, actives largely listed as inhibitors; 0.35% of 390,000 active; P39748; also: nearly all actives have a fitted effect of over 65% in size
Target sequence (P39748 whole entry, looked up): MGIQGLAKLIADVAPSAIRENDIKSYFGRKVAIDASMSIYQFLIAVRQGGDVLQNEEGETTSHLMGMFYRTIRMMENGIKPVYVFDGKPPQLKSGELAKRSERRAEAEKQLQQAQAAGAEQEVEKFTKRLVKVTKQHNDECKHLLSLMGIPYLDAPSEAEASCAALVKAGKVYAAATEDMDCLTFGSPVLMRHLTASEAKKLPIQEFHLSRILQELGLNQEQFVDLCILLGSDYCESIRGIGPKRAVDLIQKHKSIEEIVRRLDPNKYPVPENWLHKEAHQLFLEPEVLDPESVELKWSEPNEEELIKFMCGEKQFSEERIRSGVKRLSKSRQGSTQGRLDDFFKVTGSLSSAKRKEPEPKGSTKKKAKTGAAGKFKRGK
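Read-out was taken twice, immediately and after 15 min, following addition of 50 nM substrate to 10 nM FEN1 that had sat with test compound for 15 min at room temperature. Curves came from a four-parameter Hill model.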
N370S GC mod: qHTS Assay for Inhibitors and Activators of N370S glucocerebrosidase as a Potential Chaperone Treatment of Gaucher Disease. Potency, µM (highest dose often 59.4 µM), for inactives: at the top dose activity change, negative = inhibition, usual class: inhibitors. N370S GC spleen homogenate, 4MU-glucoside fluorescence. AID 2101, 2009. 0.092% of 330,000 active. Lysosomal acid glucosylceramidase (Homo sapiens), P04062;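 also: 0% = full enzyme activity and -100% = no enzyme basal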
KAT2A inh: qHTS Assay for Inhibitors of GCN5L2 | Histone acetyltransferase KAT2A (Homo sapiens), Q92830 | GCN5L2 HAT assay, ThioGlo1 CoA-SH fluorescence | Potency, µM (top dose mostly 58.9 µM), without a hit: top-dose activity change, negative = inhibition, hits mostly inhibitors | 0.21% of 390,000 active | AID 504327, 2011
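GCN5L2 (20 nM) in 50mM HEPES pH 7.5, 0.1mM EDTA, 0.01% Tween-20 preincubated 15 min with compounds at room temperature. Reaction started with H3(1-25) 75uM, acetyl-CoA 70uM, ThioGlo1 50uM; CoA-thiol fluorescence (Ex340/Em540) read at 0 and 20 min.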
* = called active by the depositor; ? = inconclusive; nt = not tested or not shown; [ ] = dose if it differs, or a comment. Calls follow the shape of the dose curve; as a rule, active = well fitted curve in the direction sought with a large enough effect; inconclusive = small, poorly fitted or top-dose-only effect, or another doubt; inactive = no such curve, though single readings can be large; an effect the other way counts as inactive or inconclusive. Unless noted, % is scaled to controls: 0 for no effect and ±100 for the full control effect; potency is read from the fitted curve at half-maximal effect. Not all compounds are listed. The share of hits here may be higher or lower than overall.

[1] C1=C(c2c[nH]c3ccccc23)CCN(Cc2ccccc2)C1
  FEN1 inh: 12%	N370S GC mod: -3%	KAT2A inh: -2%
[2] NC(N)=N/N=C/c1ccc(N2CCOCC2)cc1
  FEN1 inh: 12%	N370S GC mod: 11%	KAT2A inh: -10%
[3] O=C1CCCN1c1ccc(S(=O)(=O)O)cc1 (tested in a mixture with another compound)
  FEN1 inh: 2%	N370S GC mod: -4%	KAT2A inh: 1%
[4] CC1=C2[C@@H]3OC(=O)[C@@H](C)[C@@H]3CC[C@]2(C)C=CC1=O
  FEN1 inh: nt	N370S GC mod: -3%[21.6 µM]	KAT2A inh: 12%[21.4 µM]
[5] O=C(O)c1ccccc1N=Nc1c(O)[nH]c(=O)[nH]c1=O
  FEN1 inh: -20%	N370S GC mod: -7%	KAT2A inh: -1%
[6] Cc1c2cnn(CC(=O)N3CCC4(CC3)OCCO4)c(=O)c2c(C)n1Cc1ccc(F)cc1
  FEN1 inh: -3%	N370S GC mod: -5%	KAT2A inh: 2%
[7] Cc1ccc(Cn2nc(C(=O)Nc3ccc(Br)cc3)cc2C)cc1
  FEN1 inh: 3%	N370S GC mod: -4%	KAT2A inh: 9%
[8] CC1(C)CC(n2[nH]c(=O)c3c2NC(=O)CSC3c2ccccc2)CCO1 (stereo not drawn)
  FEN1 inh: 7%	N370S GC mod: -27%	KAT2A inh: -6%
[9] COc1cc2c3cc1Oc1cc(ccc1O)C[C@@H]1c4c(cc(OC)c(O)c4Oc4cccc(c4)C[C@@H]3N(C)CC2)CC[N+]1(C)C
  FEN1 inh: -29%	N370S GC mod: -11%	KAT2A inh: -15%
[10] CC(=O)Nc1ccc(N=Cc2c(O)n(Cc3ccco3)c(=O)[nH]c2=O)cc1
  FEN1 inh: -33%	N370S GC mod: -6%	KAT2A inh: -18%
[11] O=C(N/N=C/c1c(O)n(-c2ccccc2)c(=O)[nH]c1=O)c1ccncc1
  FEN1 inh: 12%	N370S GC mod: -5%	KAT2A inh: -11%
[12] CC(C)NC(=O)N1CC[C@@]2(CCCNC2)C1
  FEN1 inh: nt	N370S GC mod: 12%	KAT2A inh: 8%
[13] O=C1/C(=C\c2ccc([N+](=O)[O-])cc2)N2CCC1CC2
  FEN1 inh: 12%	N370S GC mod: 2%	KAT2A inh: 2%
[14] CC(=O)N1N=C2C3CCN(CC3)C2C1c1ccc(F)cc1 (stereo not drawn)
  FEN1 inh: -7%	N370S GC mod: -7%	KAT2A inh: -1%
[15] Cc1ccccc1CCNCc1cc2cccc(C)c2[nH]c1=O
  FEN1 inh: 14%	N370S GC mod: -1%	KAT2A inh: -7%
[16] O=[As](O)(O)c1ccc(N=Nc2ccc(O)cc2)cc1
  FEN1 inh: 9%	N370S GC mod: -13%	KAT2A inh: -8%
[17] CCn1nc(/C=C/c2ccccc2)nc2c(=O)n(C)c(=O)nc1-2
  FEN1 inh: -14%	N370S GC mod: -8%	KAT2A inh: -2%
[18] CC(C)(C)N(NC(=O)c1ccccc1)C(=O)c1ccccc1
  FEN1 inh: -6%	N370S GC mod: 4%	KAT2A inh: ?
[19] CN(C)c1nc(OCCNC(=O)COc2ccc(Cl)cc2Cl)nc(N2CCCCC2)n1
  FEN1 inh: -15%	N370S GC mod: 6%	KAT2A inh: -7%
[20] COCCN1C(=O)NC(=O)/C(=C\c2ccc(F)cc2)C1=O
  FEN1 inh: 16%	N370S GC mod: -4%	KAT2A inh: -5%
[21] O=C(Nc1cccc(F)c1)N1CC2(CCNCC2)C1
  FEN1 inh: nt	N370S GC mod: -12%	KAT2A inh: -4%

Limited to KAT2A inh, for 2 of the compounds above:
cpd | Structure | KAT2A inh
6 | Cc1c2cnn(CC(=O)N3CCC4(CC3)OCCO4)c(=O)c2c(C)n1Cc1ccc(F)cc1 | 2%
16 | O=[As](O)(O)c1ccc(N=Nc2ccc(O)cc2)cc1 | -8%

Part of the list above, as tab-separated lines.
entry	compound	FEN1 inh	N370S GC mod	KAT2A inh
6	Cc1c2cnn(CC(=O)N3CCC4(CC3)OCCO4)c(=O)c2c(C)n1Cc1ccc(F)cc1	-3%	-5%	2%
7	Cc1ccc(Cn2nc(C(=O)Nc3ccc(Br)cc3)cc2C)cc1	3%	-4%	9%
8	CC1(C)CC(n2[nH]c(=O)c3c2NC(=O)CSC3c2ccccc2)CCO1 (stereo not drawn)	7%	-27%	-6%
9	COc1cc2c3cc1Oc1cc(ccc1O)C[C@@H]1c4c(cc(OC)c(O)c4Oc4cccc(c4)C[C@@H]3N(C)CC2)CC[N+]1(C)C	-29%	-11%	-15%
10	CC(=O)Nc1ccc(N=Cc2c(O)n(Cc3ccco3)c(=O)[nH]c2=O)cc1	-33%	-6%	-18%
11	O=C(N/N=C/c1c(O)n(-c2ccccc2)c(=O)[nH]c1=O)c1ccncc1	12%	-5%	-11%
12	CC(C)NC(=O)N1CC[C@@]2(CCCNC2)C1	nt	12%	8%
